# PLK1 PBD block = inhibitors of human PLK1 polo-box domain binding | P53350 | Plk1 PBD binding of FITC phosphopeptide, fluorescence polarization | Potency, µM, without a hit: max response, negative = inhibition, most hits filed as inhibitors | 2.8% of 360,000 active | AID 720504; further: potency means the concentration at half of the fitted maximal effect; series mostly up to about 57 µM; on the % scale 0 is the no-effect control and ±100 the full control effect; nearly all actives have a fitted effect of over 65% in size
# PTHR1 ag = PTHR1 (human) receptor agonism; 0.075% of 410,000 active; Q03431; HEK293 GP2 PTHR1 cells, GloSensor cAMP luminescence, 1 h; Potency, µM (doses to about 115 µM), for inactives: at the highest dose activation, hits mostly activators; further: potency means the concentration at half of the fitted maximal effect; nearly all actives have a fitted effect of over 55% in size; some results filed as inactive show a strong effect at the top dose; inactives centre near -15; many of its hits are not listed in these tables
#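 HEK-293-derived GP2 cells expressing PTHR1 and a GloSensor cAMP reporter, 3,000/well, plated overnight, given luciferin plus IBMX (each 0.5 mM as added) for 1 h at 37 °C, then compound for 1 h at 37 °C. Luminescence was read after 15 min at room temperature.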
# IL-2 act = IL-2 activation | IL-2 activation reporter assay, cell-based qHTS; stimulated with anti-CD3/CD4/CD28 beads; in transgenic mouse T cells | 0.065% of 360,000 active | activation, % (series mostly up to about 46 µM) | AID 652025; in the data active means activation above about 50%; inconclusive means mostly about 30% to 49%; further: 0% is about no effect
#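 Using fluorescent plate cytometry, EGFP and DsRed are detected in transgenic mouse T cells stimulated 18 h at 37 degrees C with antibody-coated beads after 60 min compound pretreatment.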
# GLP1R cytotox = cytotoxicity counter-screen for GLP-1 receptor inverse agonists | Potency, µM (series often up to 38.3 µM), without a hit: top-dose activity change, negative = inhibition, most hits filed as inhibitors | HEK293 cAMP-luciferase reporter cells, luminescence, 24 h | AID 624418 | 0.13% of 410,000 active;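 further: loss of luciferase light is scored as toxicity; potency means the concentration at half of the fitted maximal effect; on the % scale 0 is the no-effect control and ±100 the full control effect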
#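 Quantitative HTS format, 1536 wells, 200 cells/uL seeded. Compounds: 23 nL, 24 h, 37 °C. Detection: luciferase reagent, luminescence at 12 min RT; decreased signal taken as cytotoxic.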
# EPAC1 ag = agonists of human EPAC1; EPAC1 agonist qHTS, biochemical assay; response scale: 100% = response to 6.5 mM cAMP; O95398; 0.073% of 360,000 active; Potency, µM (series often up to 154 µM), without a hit: at the top dose activation, usual class: activators; further: potency means the concentration at half of the fitted maximal effect; nearly all actives have a fitted effect of over 60% in size
# Target sequence (O95398 whole entry, looked up): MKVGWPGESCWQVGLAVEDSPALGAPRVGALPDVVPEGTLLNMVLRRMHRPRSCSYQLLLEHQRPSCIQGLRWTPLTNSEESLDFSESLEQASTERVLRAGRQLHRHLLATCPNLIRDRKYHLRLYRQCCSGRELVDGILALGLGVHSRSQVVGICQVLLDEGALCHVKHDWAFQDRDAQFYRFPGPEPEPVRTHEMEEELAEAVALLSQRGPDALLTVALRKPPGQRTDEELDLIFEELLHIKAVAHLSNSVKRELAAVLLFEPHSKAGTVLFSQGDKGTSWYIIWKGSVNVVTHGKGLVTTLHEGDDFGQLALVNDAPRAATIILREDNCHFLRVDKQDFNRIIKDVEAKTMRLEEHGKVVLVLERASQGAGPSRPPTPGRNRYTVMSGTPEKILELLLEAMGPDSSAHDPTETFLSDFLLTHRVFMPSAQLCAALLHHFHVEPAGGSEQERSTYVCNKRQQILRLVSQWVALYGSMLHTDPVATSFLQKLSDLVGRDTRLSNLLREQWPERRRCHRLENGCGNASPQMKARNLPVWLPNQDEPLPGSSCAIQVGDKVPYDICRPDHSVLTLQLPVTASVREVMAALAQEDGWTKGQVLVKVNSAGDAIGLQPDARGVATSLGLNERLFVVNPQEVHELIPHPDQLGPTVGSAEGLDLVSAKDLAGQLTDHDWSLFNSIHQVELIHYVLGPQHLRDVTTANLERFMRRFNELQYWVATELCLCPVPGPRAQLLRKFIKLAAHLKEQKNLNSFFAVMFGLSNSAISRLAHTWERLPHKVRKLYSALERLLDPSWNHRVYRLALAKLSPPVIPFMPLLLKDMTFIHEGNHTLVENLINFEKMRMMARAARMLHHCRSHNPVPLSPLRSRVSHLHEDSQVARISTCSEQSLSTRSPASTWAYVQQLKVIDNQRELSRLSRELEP
#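 Nucleotide exchange assay: 100 nM EPAC1 with 250 nM Rap1B loaded with BODIPY-GDP and 50 uM GDP, room temperature. Fluorescence (480/540 nm) read every 5 min for 30 min; signal change normalized to 6.5 mM cAMP as full agonist.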
# GLP1R ag = agonists of human GLP-1 receptor. P43220. 0.007% of 380,000 active. HEK293 GLP-1R CRE-luciferase, luminescence, 4-6 h; cells express a hypersensitive GLP-1R form. AID 624172. Potency, µM (titrated, usually from 45.6 µM), inactives show at the highest dose activation, hits mostly activators; further: potency means the concentration at half of the fitted maximal effect; % of control where 0% means no effect
# GLP-1R inv ag = inverse agonists of human GLP-1 receptor; P43220; AID 624417; Potency, µM (doses to about 38.3 µM), for the others: top-dose activity change, negative = inhibition, actives largely listed as inhibitors; HEK293 GLP-1R CRE-luciferase, luminescence, 24 h; GLP-1R form is constitutively active; 1.6% of 410,000 active; further: potency means the concentration at half of the fitted maximal effect; on the % scale 0 is the no-effect control and ±100 the full control effect; nearly all actives have a fitted effect of over 55% in size
#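 Seeding at 200 cells/uL, 12 h culture, 24 hr compound treatment, then luciferase reagent and a luminescence read; cells are HEK293 stably expressing a constitutively active GLP-1R plus cAMP-responsive luciferase.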
# PI5P4Ka inh = blocks human PI5P4K alpha kinase activity. PI5P4Kalpha enzyme, ADP-Glo luminescence, 60 min; active compounds read low. P48426. max response, %. 1.2% of 330,000 active. AID 652105; active means max response of -50% or lower; inconclusive means between -30% and -50%; inactive means -30% or higher; further: value at the top dose of about 77 µM; on the % scale 0 is the no-effect control and ±100 the full control effect
#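 Controls without substrate or without enzyme flank wells where PI5P4Kalpha converts substrate using 5 microM ATP (final). Incubation lasts 60 minutes at room temperature; ADP formed is read by ADP-Glo luminescence.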
# EPAC1 antag = blocks human EPAC1 exchange factor; AID 720709; EPAC1 GEF assay, Rap1b-BODIPY-GDP exchange fluorescence; O95398; Potency, µM (highest dose often 115 µM), without a hit: at the top dose activity change, negative = inhibition, most hits filed as inhibitors; 0.14% of 360,000 active;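 further: potency means the concentration at half of the fitted maximal effect; plate controls were vehicle for no effect and positive control for full effect; nearly all actives have a fitted effect of over 50% in size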
# Numbers without * were called inactive; i = inactive; ? = inconclusive; nt = not tested or not shown; [ ] = another dose, or the depositor's remark. Unless noted, the call rests on the fitted dose curve; in most records, active means well fitted curve in the direction sought with a large enough effect; inconclusive means small, poorly fitted or top-dose-only effect, or another doubt; inactive means no such curve, though single readings can be large; an effect the other way counts as inactive or inconclusive. The list is partial; count on the stated rates, not on these rows.
SMILES,PLK1 PBD block,PTHR1 ag,IL-2 act,GLP1R cytotox,EPAC1 ag,GLP1R ag,GLP-1R inv ag,PI5P4Ka inh,EPAC1 antag
COC(=O)c1sccc1NS(=O)(=O)c1ccc(F)cc1F,-4%,i,0.5,13%,-5%,4%,0%,-1,-13%
CCOCCn1c(CN2CCN(C(=O)c3ccco3)CC2)nc2c1c(=O)n(C)c(=O)n2C,-7%,i,0.4,0%,-7%,10%,9%,18,14%
Cc1[nH]n(-c2ccccc2)c(=O)c1C=Nc1ccc2[nH]c(=O)[nH]c2c1,-14%,-20%,52*,11%,5%,4%,13%,7,-2%
O=S(=O)(/N=C(/Nc1ccccc1)C(F)(F)F)c1ccccc1,-2%,i,-0.3,-15%,0%,-21%,-10%,2,-5%
Cc1nc2ccccc2n1CC(=O)NN,-2%,i,-2.6,6%,-3%,-4%,-1%,-7,10%
O=C(CSc1ncnc2sc3c(c12)CCCC3)c1ccccc1,-3%,-3%[57.5 µM],-1.3,-3%,-7%,-2%,1%,1,-2%
Cc1ccc(SCC(=O)NC2CCCCCC2)cc1,-3%,i,-0.2,-7%,2%,1%,?,15,-1%
COC(=O)c1ccc(CN2CCCC(CNC(=O)Cc3ccc(OC)cc3)C2)cc1 (stereo not drawn),0%,20%,0.5,-13%,-9%,-2%,-16%,3,-15%
Cc1ccc(Nc2nnc(SC(C)C(=O)NCC3CCCO3)s2)cc1 (stereo not drawn),-6%,i,-3.7,-14%,10%,-2%,-3%,-6,7%
CCOc1ccc(OCCC(=O)OCC(=O)N2CCN(S(=O)(=O)c3ccc(C)cc3)CC2)cc1,-6%,-72%[inhibitor],3.5,-28%,3%,-7%,-5%,0,-7%
O=C(Nc1ccccc1O)c1ccccc1O,-10%,-34%[inhibitor][57.5 µM],-0.2,-15%,5%,1%,-15%,nt,-15%
N#Cc1c(-c2ccc(F)cc2)ccnc1N1CCOCC1,6%,i,0.4,-3%,-5%,24%,2%,-1,19%
COc1ccccc1CN1CCCCC1C(=O)O (stereo not drawn),2%,i,1.1,-1%,-1%,5%,5%,-3,8%
CCCS(=O)(=O)NC(=O)C1(C)CCCN(C(=O)c2ccccc2F)C1 (stereo not drawn),1%,-22%,0.3,-5%,0%,-2%,0%,-4,6%
CC(=O)c1c(C)[nH]c(C(=O)Nc2nccs2)c1C,1%,i,-2.7,5%,-1%,2%,2%,1,7%
Cc1ccccc1CSc1nnc([C@@H]2CCCN2)o1,1%,i,0.8,0%,-3%,8%,6%,8,-12%
CCOC(=O)N1CCC(NC(=O)c2cc3c(-c4ccc(OC)c(OC)c4)nn(C)c3s2)CC1,2%,i,-2.0,-13%,13%,-15%,16%,-3,-6%
CN(CCO)c1cc(Sc2nc3ccccc3s2)c2nonc2c1[N+](=O)[O-],1.9µM*,i,-1.8,?,6%,-16%,?,nt,-10%
CCCC/C=C1/CCC(CN(C)C)C1=O (stereo not drawn),12µM*,i,-7.0,4%,-8%,-3%,22%,0,1%
O=C(N/N=C/c1ccc(Cl)c([N+](=O)[O-])c1)c1cc(-c2ccccc2)nc2ccccc12,?,-12%,2.0,16%,5%,5%,-1%,9,-18%
Cn1ncc(Br)c1C(=O)N1CCN(C(=O)c2ccco2)CC1,-2%,-7%,1.2,7%,11%,16%,0%,24,-6%
Cc1ccc(-c2noc(CCC(=O)NCC3CCN(Cc4cccc(C)c4)CC3)n2)cc1,2%,i,-0.3,-23%,4%,2%,?,11,3%
NS(=O)(=O)c1ccc(CCNC(=O)/C=C/c2ccccc2[N+](=O)[O-])cc1,-9%,-18%,-2.6,0%,10%,9%,1%,1,-2%
CC(=O)N(C)c1ccc(NC(=O)Nc2ccc(C)c(C)c2)cc1,-2%,-16%,-2.4,-12%,-10%,6%,?,7,-20%
O=C(NCCSc1ccccc1)c1cccnc1,-18%,-8%[57.5 µM],0.7,10%,10%,-5%,19%,nt,6%
Nc1nc(=O)n(C2CCC(CO)O2)cc1F (stereo not drawn),nt,-16%[57.5 µM],0.2,nt,2%[76.9 µM],nt,nt,3,-12%[57.5 µM]
Cc1c(C#N)c2ncn(CCCN(C)C)c(=O)c2n1-c1ccccc1,-5%,-6%[57.5 µM],0.1,-3%,2%,9%,?,-4,3%
O=C(CSc1nnc(CNC(=O)c2ccccc2F)o1)c1ccc(Cl)cc1,-30%,-6%[57.5 µM],-2.9,0%,-9%,-6%,1%,-11,3%
S=C(NCc1ccc(Cl)c(Cl)c1)Nc1ccc2c(c1)OCO2,-4%,i,0.1,-6%,8%,3%,8%,-4,1%
COc1ccc(NC(=O)Cn2ncn3c(cc4ccccc43)c2=O)c(OC)c1OC,-12%,i,1.4,-3%,2%,2%,16%,-9,-11%
CCCCN(C(=O)Cc1ccc2c(c1)OCCO2)c1c(N)n(CC(C)C)c(=O)[nH]c1=O,4%,i,-0.2,2%,0%,4%,6%,-8,6%
Cc1cc(C)n2nc(CC#N)c(C#N)c2n1,?,-24%,-0.1,-9%,5%,-1%,-3%,-10,7%
CCCC(=O)Nc1cccc(S(=O)(=O)N(C)c2ccccc2)c1,3%,-7%,0.1,-3%,-3%,11%,-16%,-2,0%
CCCSc1nnc(Cn2c(=O)sc3ccccc32)n1C,-7%,-11%,-3.6,13%,14%,-3%,3%,2,-12%
CC(NS(=O)(=O)c1ccc(Cl)c(Cl)c1)C(=O)Nc1cccnc1 (stereo not drawn),?,i,2.8,0%,6%,1%,-14%,0,-19%
C=C(C)n1c(=O)n(Cc2ccc(C)cc2)c2ccccc21,-6%,-23%,-0.1,7%,-6%,7%,?,4,?
CC(C)Oc1ccc(N2CC(C(=O)Nc3ccccc3F)CC2=O)cc1 (stereo not drawn),-7%,i,-0.1,-4%,6%,1%,-5%,-6,-19%
CCc1cc2ccccc2nc1SCC(=O)N1CCN(C(=O)c2ccco2)CC1,-3%,-8%,-6.2,0%,3%,9%,0%,-2,-6%
COCCNC(=O)[C@@H]1CCCN1C(=O)C1CCN(S(=O)(=O)c2ccc(C)cc2)CC1,-8%,-52%[inhibitor],-0.6,2%,7%,-6%,5%,-1,?
CC12CC3(C)CC(C)(C1)CC(C(=O)NC(=S)N1CCCC1)(C2)C3,-21%,-22%,0.4,-5%[7.66 µM],-4%,-2%,-10%[7.66 µM],3,8%
Cc1ccc(SCC(=O)Nc2ccc(N3CCOCC3)cc2)c(C)c1,1%,-6%,1.0,5%,7%,-3%,0%,1,-1%
Cc1cccc(OCCN2C(=O)C(=O)c3cc(C)ccc32)c1,-25%,-1%,-1.4,?,6%,28%,?,-2,-16%
C=CCN(Cc1cc(OC)ccc1OC)S(=O)(=O)N(C)C,-10%,-5%,-0.2,18%,6%,1%,-17%,1,-2%
O=c1c2ccccc2[nH]c2ccc(F)cc12,-3%,-16%,-1.1,nt,0%,8%,78%[activator],-1,-8%
CCN(C(=O)COC(=O)CC(C)c1ccccc1)c1c(N)n(Cc2ccccc2)c(=O)[nH]c1=O (stereo not drawn),-5%,-4%,0.0,-7%,-10%,6%,2%,-5,-15%

# Structures listed so far containing a thiophene ring, fused or not:
SMILES,PLK1 PBD block,PTHR1 ag,IL-2 act,GLP1R cytotox,EPAC1 ag,GLP1R ag,GLP-1R inv ag,PI5P4Ka inh,EPAC1 antag
COC(=O)c1sccc1NS(=O)(=O)c1ccc(F)cc1F,-4%,i,0.5,13%,-5%,4%,0%,-1,-13%
O=C(CSc1ncnc2sc3c(c12)CCCC3)c1ccccc1,-3%,-3%[57.5 µM],-1.3,-3%,-7%,-2%,1%,1,-2%
CCOC(=O)N1CCC(NC(=O)c2cc3c(-c4ccc(OC)c(OC)c4)nn(C)c3s2)CC1,2%,i,-2.0,-13%,13%,-15%,16%,-3,-6%

# (cont.)
SMILES,PLK1 PBD block,PTHR1 ag,IL-2 act,GLP1R cytotox,EPAC1 ag,GLP1R ag,GLP-1R inv ag,PI5P4Ka inh,EPAC1 antag
O=C(Cn1cnc2c(OCc3ccccc3)ncnc21)NCCCc1ccccc1,-8%,i,-0.6,-3%,2%,9%,-1%,-2,6%
O=c1[nH]c(N2CCN(c3ccccc3)CC2)nc2c1CCC2,0%,-16%,-3.6,-5%,-1%,-1%,0%,8,2%
CCOC(=O)N(C)c1c(CC)nc2c(OCc3ccccc3OC)cccn12,-3%,-24%,-0.5,2%,-11%,-3%,-3%,4,5%
O=C(Cn1c(-c2ccccc2)noc1=O)NCc1ccccc1,-3%,-20%,0.7,2%,1%,-9%,6%,nt,0%
Cc1ccccc1-n1c(SCC(=O)N/N=C/C=C/c2ccccc2[N+](=O)[O-])nc2ccccc2c1=O,-22%,i,-0.2,-4%,-13%,15%,?,0,-25%
Cn1cnc2nc[nH]c2c1=S,1%,-10%,-1.7,-9%,2%,0%,8%,-4,1%
CC(/C=C/c1ccccc1)=N\NC(=O)c1ccc2c(c1)OCCO2,-5%,i,-2.1,?,-9%,14%,-5%,-2,4%
Cc1cccc(N=C2NC(=O)/C(=C/c3cccn3C)S2)c1,-20%,-17%,-0.2,3%,-15%,14%,?,-4,-6%
COc1ccc(N2CCN(CC(=O)Nc3nc4c(s3)CC(C)CC4)CC2)cc1 (stereo not drawn),-2%,-20%[57.5 µM],2.6,-4%,20%,3%,?,-5,-3%
Cc1cnc(C(=O)OCC(=O)Nc2cccc(C)c2C)cn1,-9%,i,0.8,17%,-1%,3%,15%,3,-14%
O=C(Nc1ccnn1C1CCN(C/C=C/c2ccccc2)CC1)c1ccccc1,3%,i,1.3,-27%,1%,-10%,?,9,4%
CN(C)C=NC(=O)c1[nH]c2ccc(Cl)cc2c1-c1ccccc1,-2%,i,-3.0,?,12%,18%,11µM*,4,-10%
CSc1ccccc1OCc1cc(C(=O)N2CCSCC2)no1,-8%,-35%[inhibitor],0.2,5%,13%,4%,-16%,-4,3%
O/N=C/c1cccnc1Sc1ccccc1,-10%,-23%,1.0,1%,6%,9%,14%,4,-1%
CC(C)N(C)c1ncnc2c1ncn2[C@H]1CN(C2CCCC2)C[C@@H](CO)O1,-3%,-8%,0.5,7%,-9%,3%,26%,8,-3%

# Bioassay records from PubChem.
